CSM14.1 death rescue – rescue of cells from ER stress-induced death, primary screen, 384-well, CSM14.1, thapsigargin, ATP luminescence (AID 1222) | CSM14.1 thapsigargin-induced death rescue, ATP luminescence; higher % means a stronger effect | cellular ATP content (survival), % at 20 µM; hits with a dose series show EC50 in µM | 190,000 tested, under 10 active;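 active means EC50 below 50 µM in the dose-response confirmation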;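 further: death triggered by thapsigargin at about 15 µM added after 2 h compound pretreatment; cell ATP read after overnight thapsigargin exposure of roughly 18 to 22 hours; normalized against plate controls of thapsigargin alone and 5% DMSO vehicle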
Salmonella PhoP GFP – inhibitors of PhoP regulon expression, primary screen, Salmonella Typhimurium, GFP reporter (AID 1863). S. Typhimurium PhoP-regulated promoter GFP reporter, 4 h; higher % means a stronger effect. 0.16% of 300,000 active. inhibition, % at 50 µM; hits with a dose series show IC50 in µM;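 active means inhibition over 29.93%, a cutoff 3 SD above the screen mean, later confirmed by dose response; inconclusive means inhibition over 29.93% but no dose response follow-up; inactive means inhibition at most 29.93% or unconfirmed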;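 further: 0% = low Mg2+ inducing control and 100% = high Mg2+ repressing control; strong numbers were not always called active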
Rac1 GTP hydrolysis – MgcRacGAP GTPase-activating activity inhibitors, confirmation, biochemical, ADP Hunter fluorescence. MgcRacGAP-stimulated Rac1 GTP hydrolysis, ADP Hunter fluorescence; higher % means a stronger effect; GST-tagged Rac1 F28L mutant substrate. inhibition, % at 30 µM; hits with a dose series show IC50 in µM. 0.6% of 340,000 active. AID 624330;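 active means first-screen hits whose inhibition reached a set limit at any dose in the follow-up dose series; inconclusive means inhibition above the set first-screen limit but never retested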;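 further: fluorescence reports GDP produced by GAP-driven GTP hydrolysis; strong numbers were not always called active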
NS5 inhibitors – flavivirus cap methylation enzyme inhibition – biochemical, confirmation dose response, primary screen (AID 588689). Dengue-2 NS5 methyltransferase capping enzyme assay, biochemical; higher % means a stronger effect. inhibition, % at 25 µM, or IC50 in µM where a hit was titrated. 0.3% of 340,000 active; in the data active means a potency from the dose series; inconclusive means inhibition above about 29% without an active follow-up result
LYP phosphatase – inhibitors of LYP phosphatase, biochemical, fluorescence intensity, uHTS (AID 1779). recombinant LYP phosphatase, fluorescence intensity; higher % means a stronger effect. inhibition, % at 11.5 µM; hits with a dose series show IC50 in µM. 0.054% of 290,000 active; in the data active means inhibition above about 50%;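 further: plate controls were vehicle with enzyme for no effect and no enzyme for full effect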
Large T inhibition – TAg ATPase/helicase activity blockers – biochemical (AID 1903) | 0.39% of 310,000 active | SV40 large T antigen ATPase/helicase inhibition assay; higher % means a stronger effect | inhibition, % at 20 µM; hits with a dose series show IC50 in µM; in the data active means a potency from the dose series; inconclusive means inhibition mostly from about 32% at the one dose, without a potency; inactive means the rest, 99 in 100 with inhibition below about 32%; further: strong numbers were not always called active
West Nile virus CPE – West Nile virus antiviral activity, cell-based, CPE readout (AID 1621). West Nile virus-infected cells, CPE inhibition; higher % means a stronger effect. CPE inhibition, % at 10 µM, or IC50 in µM where a hit was titrated. 0.02% of 290,000 active; in the data active means a potency from the dose series; inconclusive means CPE inhibition mostly from about 3.7% at the one dose, without a potency; inactive means the rest, 99 in 100 with CPE inhibition below about 2.2%; further: strong numbers were not always called active
GPR35 antagonists – GPR35 antagonists blocking zaprinast-driven arrestin recruitment, primary screen, imaging, U2OS, beta-arrestin-GFP, zaprinast agonist (AID 2058); U2OS GPR35 beta-arrestin-GFP translocation imaging, zaprinast antagonism; higher % means a stronger effect; inhibition, % at 10 µM, or IC50 in µM where a hit was titrated; 0.052% of 290,000 active;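 active means inhibition of at least 50% with at least 30 cells and total cytoplasm GFP at most 10,000,000; inconclusive means under 30 cells or total GFP of 10,000,000 plus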
RSV antiviral HEp-2 – inhibition of RSV-induced cytopathic effect – HEp-2 cells, primary 10 µM value included (AID 2391); HEp-2 cells, RSV-induced CPE inhibition; higher % means a stronger effect; CPE inhibition, % at 10 µM, or IC50 in µM where a hit was titrated; 0.13% of 310,000 active; in the data active means a potency from the dose series; inconclusive means CPE inhibition mostly from about 23% at the one dose, without a potency; inactive means the rest, 99 in 100 with CPE inhibition below about 21%; further: strong numbers were not always called active
NS5 inhibitors pilot replicate – recorded beside NS5 inhibitors, whose call it bears; inhibition, %; measured here: pilot screen replicate inhibition
Starred values were filed as active, the others as inactive; ? = inconclusive; · = not tested or not shown.

The opening 7 compounds, to show the layout:
SMILES	CSM14.1 death rescue	Salmonella PhoP GFP	Rac1 GTP hydrolysis	NS5 inhibitors	LYP phosphatase	Large T inhibition	West Nile virus CPE	GPR35 antagonists	RSV antiviral HEp-2	others
CC(=O)N/C(=C/c1ccc([N+](=O)[O-])cc1)C(=O)O	-1.4%	2%	-2%	-1%	-7%	0%	0.5%	1%	-1.3%
CC(CCc1ccccc1)NC(=O)COc1cc(F)ccc1[N+](=O)[O-] (stereo not drawn)	1.0%	9%	1%	-2%	-1%	8%	0.7%	6%	-2.4%
CC1(NC(=O)C23CC4CC(CC(C4)C2)C3)CCS(=O)(=O)C1 (stereo not drawn)	-0.5%	10%	8%	-6%	-3%	5%	-0.1%	7%	0.0%
Cn1cc(CNC(=O)c2ccc(OC3CCN(Cc4ccccn4)CC3)cc2)cn1	·	-2%	6%	6%	-14%	0%	-0.9%	8%	3.6%
CS(=O)(=O)N(CC(=O)N1CCc2ccccc2C1)c1cccc(Br)c1	·	·	3%	-2%	·	9%	·	·	1.0%
COc1ccc(C/C(N)=N/OC(=O)c2ccc(Cl)cc2)cc1	-0.4%	-2%	2%	3%	-10%	15%	-0.4%	-3%	-0.6%
CCOC(=O)c1cc2sc(C)cc2n1CC(=O)N1CCc2ccccc21	1.9%	-8%	6%	-1%	-6%	16%	-0.3%	2%	0.3%

Results (from the top)
SMILES	CSM14.1 death rescue	Salmonella PhoP GFP	Rac1 GTP hydrolysis	NS5 inhibitors	LYP phosphatase	Large T inhibition	West Nile virus CPE	GPR35 antagonists	RSV antiviral HEp-2	others
CC(=O)N/C(=C/c1ccc([N+](=O)[O-])cc1)C(=O)O	-1.4%	2%	-2%	-1%	-7%	0%	0.5%	1%	-1.3%
CC(CCc1ccccc1)NC(=O)COc1cc(F)ccc1[N+](=O)[O-] (stereo not drawn)	1.0%	9%	1%	-2%	-1%	8%	0.7%	6%	-2.4%
CC1(NC(=O)C23CC4CC(CC(C4)C2)C3)CCS(=O)(=O)C1 (stereo not drawn)	-0.5%	10%	8%	-6%	-3%	5%	-0.1%	7%	0.0%
Cn1cc(CNC(=O)c2ccc(OC3CCN(Cc4ccccn4)CC3)cc2)cn1	·	-2%	6%	6%	-14%	0%	-0.9%	8%	3.6%
CS(=O)(=O)N(CC(=O)N1CCc2ccccc2C1)c1cccc(Br)c1	·	·	3%	-2%	·	9%	·	·	1.0%
COc1ccc(C/C(N)=N/OC(=O)c2ccc(Cl)cc2)cc1	-0.4%	-2%	2%	3%	-10%	15%	-0.4%	-3%	-0.6%
CCOC(=O)c1cc2sc(C)cc2n1CC(=O)N1CCc2ccccc21	1.9%	-8%	6%	-1%	-6%	16%	-0.3%	2%	0.3%
Cc1oc(-c2cccc(Cl)c2)nc1CN1CCC(C(=O)NCC2CCCO2)CC1 (stereo not drawn)	1.4%	-9%	9%	1%	1%	8%	-1.3%	-2%	-2.2%
O=C(/C=C/c1ccco1)N(Cc1ccc(F)cc1)C1CCS(=O)(=O)C1 (stereo not drawn)	·	-8%	4%	-2%	0%	20%	-0.4%	-7%	-0.4%
O=C(Nc1nc2ccccc2[nH]1)c1ccc(Br)o1	3.5%	1%	2%	-9%	7%	23%	-0.8%	1%	-1.5%
COc1ccc(NC(=O)c2cn3c(nc4ccccc43)c(C#N)c2C)cc1	·	-4%	2%	-3%	-5%	7%	-0.3%	10%	-0.9%
O=C(COC(=O)/C=C/c1nc2ccccc2s1)Nc1ccccc1Oc1ccccc1	11%	-6%	6%	3%	8%	4%	0.0%	-7%	1.2%
CC1=CCC(/C=N\Nc2nnc3c(n2)[nH]c2ccccc23)CC1 (stereo not drawn)	-3.0%	-11%	·	·	3%	4%	-1.2%	-6%	0.9%
S=C(Nc1cccnc1)NC1CC2CCC1C2 (stereo not drawn)	·	-4%	5%	-8%	-8%	-5%	0.6%	-5%	-0.1%
COc1cc(S(=O)(=O)Nc2cccnc2)ccc1F	-0.9%	-9%	2%	-3%	0%	3%	1.1%	-6%	1.2%
CN(CC(=O)Nc1ccc(F)cc1)C(=O)COC(=O)CSc1ccc(F)cc1	·	-8%	-1%	-8%	·	18%	·	·	-2.4%
Cc1ccc(C)c(N2CCN(CCCNC(=O)Cn3cccc3C(=O)c3ccccc3C)CC2)c1	-0.9%	7%	3%	-10%	-4%	-14%	1.1%	4%	1.7%
COc1ccc(C(C)=O)cc1CSc1nnc2c(Cl)cc(Cl)cn12	-2.3%	-2%	3%	-8%	-10%	8%	-0.5%	-14%	3.9%
COc1ccc(N2CCN(CCNC(=O)C3CC(=O)N(C4CCCC4)C3)CC2)cc1 (stereo not drawn)	-0.5%	6%	18%	0%	-8%	19%	-0.1%	7%	-0.8%
CC(Nc1ncnc2sccc12)c1ccccc1 (stereo not drawn)	·	8%	6%	-10%	-6%	-1%	0.1%	-6%	-0.6%

Retrieved one by one from the entries so far:
SMILES	CSM14.1 death rescue	Salmonella PhoP GFP	Rac1 GTP hydrolysis	NS5 inhibitors	LYP phosphatase	Large T inhibition	West Nile virus CPE	GPR35 antagonists	RSV antiviral HEp-2	others
CC(Nc1ncnc2sccc12)c1ccccc1 (stereo not drawn)	·	8%	6%	-10%	-6%	-1%	0.1%	-6%	-0.6%
CCOC(=O)c1cc2sc(C)cc2n1CC(=O)N1CCc2ccccc21	1.9%	-8%	6%	-1%	-6%	16%	-0.3%	2%	0.3%
CC1=CCC(/C=N\Nc2nnc3c(n2)[nH]c2ccccc23)CC1 (stereo not drawn)	-3.0%	-11%	·	·	3%	4%	-1.2%	-6%	0.9%
O=C(COC(=O)/C=C/c1nc2ccccc2s1)Nc1ccccc1Oc1ccccc1	11%	-6%	6%	3%	8%	4%	0.0%	-7%	1.2%

Additional structures follow.
SMILES	CSM14.1 death rescue	Salmonella PhoP GFP	Rac1 GTP hydrolysis	NS5 inhibitors	LYP phosphatase	Large T inhibition	West Nile virus CPE	GPR35 antagonists	RSV antiviral HEp-2	others
CCOc1ccccc1NC(=O)Nc1ccc(OC)nc1	·	0%	·	?	-4%	3%	0.5%	0%	14%
COc1cccc(CN2CC(C(=O)N(C)Cc3ccc(C)cc3)CCC2=O)c1 (stereo not drawn)	·	-3%	9%	1%	-12%	9%	-0.5%	-4%	1.4%
Cc1nnc(SCC(=O)NC(C)(C)C)n1NCc1c(F)cccc1Cl	2.1%	3%	9%	4%	-12%	2%	0.0%	12%	-0.4%
COc1ccc(NC(C(=O)Nc2cccc(C(C)=O)c2)c2ccccc2)cc1 (stereo not drawn)	7.7%	11%	9%	-5%	-2%	9%	-1.3%	-9%	2.7%
O=C(Nc1nnc(-c2ccc(F)cc2)o1)c1ccc(S(=O)(=O)N2CCOCC2)cc1	·	-3%	3%	-1%	-5%	3%	0.7%	-12%	5.7%
Cc1cccc(NC(=O)NCC(F)(F)F)n1	-1.2%	8%	3%	-1%	-1%	-1%	0.3%	19%	4.1%	NS5 inhibitors pilot replicate=0.8
Cc1n[nH]c(C)c1S(=O)(=O)N1CCCC(C(=O)NCc2ccc(F)cc2)C1 (stereo not drawn)	-12%	1%	0%	-6%	-13%	24%	0.1%	9%	-1.0%
CCCC(C)C(=O)OCC(=O)NCc1ccc(OC)c(OC)c1 (stereo not drawn)	2.0%	-2%	1%	-3%	-6%	16%	1.4%	3%	-0.4%
COc1cccc(C2SCC(=O)N2c2ccc(Cl)cc2)c1OC (stereo not drawn)	-3.1%	8%	8%	4%	-8%	16%	-1.0%	13%	3.8%
Cc1cc(=O)n2[nH]c(NCc3c(F)cccc3Cl)nc2n1	-0.2%	9%	0%	4%	-4%	3%	-0.1%	10%	1.8%
O=C(CSc1nnc(Cn2c(=O)sc3ccccc32)n1-c1ccccc1)N1CCCCCC1	1.1%	0%	6%	-9%	-4%	3%	-0.4%	4%	0.1%
Cc1nn(Cc2ccc(C(=O)Nc3ccccc3C(F)(F)F)o2)c(C)c1Br	-0.3%	1%	6%	-8%	2%	3%	1.7%	4%	6.0%	NS5 inhibitors pilot replicate=-4.8
CCN(CC)CCCNc1nc2cc(OC)c(OC)cc2c2nc(-c3ccccc3)nn12	-4.0%	-26%	24%	-4%	-8%	8%	-2.4%	7%	-1.9%
CC1(C)SC(=S)N(/N=C/c2ccccc2O)C1N(O)C(=O)Nc1ccccc1 (stereo not drawn)	·	-2%	9%	0%	4%	8%	0.0%	-6%	-1.9%
Cc1cc(C)n2nc(CC(=O)NC3CCCCCC3)nc2n1	-0.4%	26%	1%	1%	-7%	14%	·	4%	1.8%
O=C(C1=C[C@@H](C2CC2)C[C@@H](OCc2ccc(CO)cc2)O1)N1CCOCC1	-1.1%	-5%	-5%	1%	1%	7%	0.2%	-18%	0.2%
O=C(CCc1ccccc1)N1N=C(c2ccncc2)CC1(O)C(F)(F)F (stereo not drawn)	1.0%	2%	4%	-4%	-8%	10%	0.6%	27%	-1.6%
COC(=O)c1cnc(SCc2ccc([N+](=O)[O-])cc2)n1C	·	2%	·	·	1%	9%	0.4%	-8%	1.7%
CC1(C)CC2CC(C)(CN2CC(O)c2ccccc2)C1 (stereo not drawn)	·	4%	22%	-2%	-7%	12%	-0.6%	6%	-1.1%
S=c1ccc2ccccc2[nH]1	-0.2%	-2%	-4%	-12%	-7%	8%	0.8%	-11%	7.5%
CSCCC(NS(=O)(=O)c1ccc2c(c1)oc(=O)n2C)C(=O)NC1CCN(Cc2ccccc2)CC1 (stereo not drawn)	-2.6%	-2%	10%	4%	-7%	7%	-0.1%	-4%	2.9%
CCn1c(-c2cc(-c3ccccc3OC)nc3ccccc23)n[nH]c1=S	-3.7%	5%	11%	-8%	0%	10%	0.1%	3%	4.7%
CCC(=O)Nc1ccc(Oc2ccc3c(c2)C(=O)N(c2ccc(O)cc2)C3=O)cc1	0.6%	9%	-8%	6%	5%	19%	0.0%	12%	1.1%	NS5 inhibitors pilot replicate=1.1
CN(C)S(=O)(=O)c1ccc2c(c1)C(=NO)c1cc(S(=O)(=O)N(C)C)ccc1-2	·	8%	8%	7%	-10%	7%	-1.1%	-3%	2.7%

Source: PubChem (several laboratories)
